# High-throughput results as filed in PubChem BioAssay.
# M5 ag: human M5 muscarinic receptor agonists, primary screen, CHO-K1 cells, Fluo-8 calcium fluorescence; Muscarinic acetylcholine receptor M5 (Homo sapiens), P08912; CHO-K1 hM5 cells; 0% DMSO wells, 100% maximal acetylcholine response; activation, % at 3 µM; 360,000 compounds, 0.19% hits; AID 624037, 2012;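 active = activation above the run's mean over test compounds plus 3 SD, cut at about 23% in these data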;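 note: signal is peak over basal fluorescence ratio across the kinetic read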
# Target sequence (P08912 whole entry, looked up): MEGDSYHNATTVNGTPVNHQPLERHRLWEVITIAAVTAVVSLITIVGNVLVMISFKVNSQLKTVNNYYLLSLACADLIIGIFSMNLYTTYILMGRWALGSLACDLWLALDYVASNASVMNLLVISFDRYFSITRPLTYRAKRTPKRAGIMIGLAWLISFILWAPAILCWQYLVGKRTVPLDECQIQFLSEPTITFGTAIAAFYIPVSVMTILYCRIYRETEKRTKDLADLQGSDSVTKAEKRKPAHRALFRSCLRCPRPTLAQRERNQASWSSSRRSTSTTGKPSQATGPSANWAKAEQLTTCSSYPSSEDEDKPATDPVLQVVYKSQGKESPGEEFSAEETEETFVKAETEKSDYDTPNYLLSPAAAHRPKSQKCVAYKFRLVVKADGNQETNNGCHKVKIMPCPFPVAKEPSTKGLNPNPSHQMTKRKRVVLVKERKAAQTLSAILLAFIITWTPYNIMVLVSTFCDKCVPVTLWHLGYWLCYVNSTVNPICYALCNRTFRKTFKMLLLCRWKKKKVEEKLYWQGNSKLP
# CHRM4 PAM: human M4 muscarinic receptor positive allosteric modulators, primary screen, CHO-K1 cells, Fluo-8 calcium fluorescence | AID 624126, 2012 | Muscarinic acetylcholine receptor M4 (Homo sapiens), P08173 | activation, % at 3 µM | CHO-K1 hM4/Gqi5, ACh EC20; 0% = ACh EC20, 100% = maximal ACh | 360,000 compounds, 0.4% hits;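 active = activation above its plate's cutoff, the mean activation of sample wells plus 3 SD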; note: some results filed as inactive read as strong as hits
# Target sequence (P08173 whole entry, looked up): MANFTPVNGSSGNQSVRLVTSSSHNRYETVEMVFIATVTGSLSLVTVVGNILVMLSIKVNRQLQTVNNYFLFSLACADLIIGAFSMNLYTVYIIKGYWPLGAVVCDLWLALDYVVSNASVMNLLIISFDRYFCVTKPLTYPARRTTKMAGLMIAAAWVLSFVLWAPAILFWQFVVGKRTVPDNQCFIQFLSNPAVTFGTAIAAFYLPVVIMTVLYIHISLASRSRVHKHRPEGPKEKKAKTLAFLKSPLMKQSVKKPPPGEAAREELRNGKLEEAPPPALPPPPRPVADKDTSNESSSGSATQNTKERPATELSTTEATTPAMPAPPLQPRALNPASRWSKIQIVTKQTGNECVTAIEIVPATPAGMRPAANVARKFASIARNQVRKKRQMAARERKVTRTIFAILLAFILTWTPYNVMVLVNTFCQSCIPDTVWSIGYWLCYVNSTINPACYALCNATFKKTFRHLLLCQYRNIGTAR
# CRFBP-R2 block: antagonists of CRF-BP/CRF-R2 complex, primary screen, cell-based, HEK293, calcium dye fluorescence, uHTS | AID 588475, 2011 | CRF-induced calcium fluorescence | inhibition, % at 11.8 µM | 350,000 compounds, 0.59% hits;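 active = inhibition of the ligand-induced calcium signal above about 50% at the single tested concentration, limit read from the data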
# M4 ag: human M4 muscarinic receptor agonists, primary screen, CHO-K1 cells, Fluo-8 calcium fluorescence. Muscarinic acetylcholine receptor M4 (Homo sapiens), P08173. 360,000 compounds, 0.14% hits. CHO-K1 hM4/Gqi5; vehicle 0%, full acetylcholine response 100%. activation, % at 3 µM. AID 624127, 2012;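 active = activation above the run mean over all test wells plus 3 SD, cut at about 32% in these data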;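 note: peak over basal fluorescence ratio per well then scaled between controls; 0% = DMSO wells and 100% = acetylcholine at EC100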
# CHRM4 antagonist: human M4 muscarinic receptor antagonists, primary screen, CHO cells, Fluo-8 calcium fluorescence | Muscarinic acetylcholine receptor M4 (Homo sapiens), P08173 | CHO-hM4 cells, ACh EC80 | inhibition, % at 3 µM | 360,000 compounds, 0.73% hits | AID 624125, 2012;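 active = inhibition above its plate's cutoff, the mean inhibition of sample wells plus 3 SD, cut at about 27% in these data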;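 note: 0% = acetylcholine EC80 with DMSO and 100% = DMSO without agonist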
# CRFBP-R2 agonist: agonists of CRF-BP/CRF-R2 complex, primary screen, cell-based, HEK293, calcium dye fluorescence, uHTS | CRF-binding protein / CRF receptor 2 complex (human) | calcium dye fluorescence (FLIPR); percent of saturating CRF peptide response | activation, % at 13.2 µM | 350,000 compounds, 0.46% hits;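 active = activation of at least 50%, plus an integration ratio under a set limit after plate pattern correction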;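 note: plate controls were neutral control wells without compound for no effect and CRF at EC100 for full effect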
# IDE inh: human IDE inhibitors in live cells, primary screen, fluorescence polarization, HEK cells, FAbetaB substrate; AID 434962, 2010; 320,000 compounds, 0.41% hits; FAbetaB cleavage; inhibition, % at 5.59 µM;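 active = percent inhibition above the average of all tested compounds plus 3 SD, set per screening campaign, cut at about 16% in these data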;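 note: IDE supplied by intact live HEK cells; FP after avidin binding of uncleaved biotin substrate so inhibition keeps polarization high; 0% = DMSO wells and 100% = 60 µM reference IDE inhibitor Ii1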
# CHRM5 PAM: human M5 muscarinic receptor positive allosteric modulators, primary screen, CHO-K1 cells, Fluo-8 calcium fluorescence; Muscarinic acetylcholine receptor M5 (Homo sapiens), P08912; CHO-K1 hM5, ACh EC20 PAM; 0% = ACh EC20, 100% = ACh EC100; activation, % at 3 µM; 360,000 compounds, 0.3% hits;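 active = activation above the run cutoff, the mean activation of all test compounds plus 3 SD, cut at about 18% in these data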
#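 system = human M5 receptor in CHO-K1 cells | reagent = EC20 acetylcholine as agonist stimulus | compound dosing = single-point, 3 µM nominal | incubation = Fluo-8 loading 80 min at 37 °C plus 30 min room temperature | detection = Fluo-8 calcium dye fluorescence, kinetic read | benchmarks = low control EC20 acetylcholine (0%), high control EC100 acetylcholine (100%)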
# M5 antag: human M5 muscarinic receptor antagonists, primary screen, CHO cells, Fluo-8 calcium fluorescence. AID 624040, 2012. CHO-hM5 cells, ACh EC80. 360,000 compounds, 0.59% hits. Muscarinic acetylcholine receptor M5 (Homo sapiens), P08912. inhibition, % at 3 µM;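 active = inhibition above a per-plate cutoff, the mean of that plate's test compounds plus 3 SD, cut at about 27% in these data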;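 note: 0% = acetylcholine EC80 with DMSO and 100% = DMSO without agonist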
# Starred values were filed as active, the others as inactive; · = no result given. No enrichment for hits; about 2.9% have a hit in one of these screens.
SMILES,M5 ag,CHRM4 PAM,CRFBP-R2 block,M4 ag,CHRM4 antagonist,CRFBP-R2 agonist,IDE inh,CHRM5 PAM,M5 antag
COc1ccc(NC(=S)N2CCN(CCN=CC3=C(O)CC(c4ccccc4)CC3=O)CC2)cc1 (stereo not given),-8,-2,16,3,10,-1.5,9,-6,8
CCOC(=O)c1ccccc1NC(=O)COC(=O)CC1CCCCC1,-2,7,-21,-1,-2,1.5,1,-2,7
Cc1ccccc1NC(=O)NCc1ccccn1,-2,1,9,1,-2,-0.4,4,3,-1
CNC(=O)C1CC(=O)N(c2ccc(OCC(=O)N3CCCC3)cc2)C1 (stereo not given),-1,6,3,1,-5,0.8,-1,5,-4
NC(=S)N/N=C/c1cccc(/C=N/NC(N)=S)c1,-4,20,-1,1,8,-1.2,1,2,3
COc1cc(N)c(Cl)cc1C(=O)OCC(=O)c1ccc2c(c1)NC(=O)CO2,4,-5,-3,12,3,0.2,6,-7,8
COc1ccc(C(=O)NC(=S)Nc2ccccc2[N+](=O)[O-])cc1OC,0,0,14,1,-4,1.2,2,2,-9
Cc1ccc(-c2noc(CCCC(=O)NC3CCCCC3)n2)cc1,4,0,17,13,-14,-1.8,5,-2,-2
CCN(CC)c1ccc([N+](=O)[O-])cc1C(=O)N1CCOCC1,3,-2,7,0,2,-1.2,6,10,4
COc1cccc(CNC(=O)CSc2ccc(-c3ccccn3)nn2)c1,-2,-3,-15,1,-3,-0.1,0,-5,9
CCc1cccc(CC)c1NC(=O)CSc1nc2ccc(N3C(=O)C4C5C=CC(C5)C4C3=O)cc2s1 (stereo not given),1,-1,-8,11,-3,8.5,6,-14,6
Cc1cc2c(cc1S(=O)(=O)NCC(C)c1ccccc1)n(C)c(=O)c(=O)n2C (stereo not given),1,-1,-1,1,6,-2.2,3,-10,4
CCN(CC)c1ccc(NC(=O)c2cccc(C)c2)cc1S(=O)(=O)Nc1ccccc1OC,-1,-4,10,1,0,-0.1,-6,-1,6
Cc1cc(C)c(NC(=O)CS(=O)CC(=O)NCCN2CCCCCC2)c(C)c1 (stereo not given),-2,-5,-4,1,11,-0.3,-6,7,7
C=C(C)C1Cc2c(C)nn(-c3nc(C)cc(C)n3)c2C1 (stereo not given),-5,13,7,-1,-7,-0.6,4,-2,-1
Cc1ccnc2nc(C(=O)OCCOc3cccc(Br)c3)nn12,0,-1,-9,2,-2,-1.5,-5,-4,11
CC(C)(C)n1nc2c(c1NC(=O)Cc1ccccc1)CS(=O)(=O)C2,1,-2,55*,1,3,-4.2,2,5,6
COC(=O)c1c(C(=O)OC)c(-c2cccc(Cl)c2)n2c1CS(=O)(=O)C2,-1,3,5,2,3,22,2,1,-1
Cc1ccc(C)c(OCCCCn2ccnc2)c1,-4,-8,8,2,-1,-0.9,-1,-4,-5
O=C(NCC1CCCO1)c1ccc(NC(=O)c2ccc([N+](=O)[O-])cc2)cc1 (stereo not given),14,13*,9,6,-9,0.0,3,13,-29
O=C(CSc1nc2[nH]ncc2c(=O)[nH]1)Nc1cccc(Cl)c1,-2,0,12,0,-8,0.1,8,5,-1
COc1cc(C(O)c2nc(-c3csc4ccccc34)cs2)ccc1F (stereo not given),1,5,·,3,2,·,·,-3,1
C1COCCNCCOCCOCCN1,-1,4,-5,1,9,1.0,1,-7,3
O=C(Nc1ccc(CSc2ccccc2)cc1)c1ccco1,-1,3,2,4,-2,1.0,-2,2,-4
CN(C)CCCNCCCNC(=O)c1ccccn1,-4,4,4,1,4,0.5,-3,0,9

# Reprinted at random: 4 records from the list, in no set order.
SMILES,M5 ag,CHRM4 PAM,CRFBP-R2 block,M4 ag,CHRM4 antagonist,CRFBP-R2 agonist,IDE inh,CHRM5 PAM,M5 antag
O=C(NCC1CCCO1)c1ccc(NC(=O)c2ccc([N+](=O)[O-])cc2)cc1 (stereo not given),14,13*,9,6,-9,0.0,3,13,-29
COc1cccc(CNC(=O)CSc2ccc(-c3ccccn3)nn2)c1,-2,-3,-15,1,-3,-0.1,0,-5,9
COc1ccc(NC(=S)N2CCN(CCN=CC3=C(O)CC(c4ccccc4)CC3=O)CC2)cc1 (stereo not given),-8,-2,16,3,10,-1.5,9,-6,8
CN(C)CCCNCCCNC(=O)c1ccccn1,-4,4,4,1,4,0.5,-3,0,9

# Other results
SMILES,M5 ag,CHRM4 PAM,CRFBP-R2 block,M4 ag,CHRM4 antagonist,CRFBP-R2 agonist,IDE inh,CHRM5 PAM,M5 antag
Cc1ccc(CONC(=O)/N=C/N(C)C)cc1,0,5,0,0,-1,-0.7,0,10,0
CCOc1ccc(NC(=O)Cn2cc(C(=O)C3CC3)c3ccccc32)cc1,0,-3,-13,1,14,2.4,1,1,4
COc1ccc(-c2nnc(SCC#CCO)o2)cc1OC,0,2,1,1,-1,3.9,0,-7,1
CCc1ccccc1N(CC(=O)NC1CCCC1)C(=O)CNC(=O)c1cccs1,1,-5,-2,3,-2,-1.9,-7,7,3
CCCOC(=O)c1ccc(NC(=O)Cc2cccs2)cc1,1,-1,0,1,2,2.6,-4,-6,-1
Cc1ccc(C(=O)NCC(=O)OC(C)C(=O)NC2CCCc3ccccc32)cc1 (stereo not given),0,-5,3,1,-7,-1.9,1,-8,10
CCOC(=O)Cn1c(N)c(C(=O)OC)sc1=S,1,-1,13,0,-26,-1.8,0,3,-10
CC(C)NC(=O)CN1CCN(Cc2nc(C(c3ccccc3)c3ccccc3)no2)CC1,-17,-20,-16,3,25,3.6,1,-35,21
O=C(COc1ccccc1[N+](=O)[O-])NCC1COc2ccccc2O1 (stereo not given),0,6,-1,4,-24,-1.1,9,0,-1
Nc1n[nH]c(CO)n1,-4,3,1,1,-8,-0.2,·,-9,11
CC(=O)Nc1cc(C(=O)NCc2ccco2)ccc1Sc1ccc(F)cc1,0,17,-19,1,-11,1.5,5,8,-3
Cc1ccc(C)c(N(C(=O)c2csnn2)C(C(=O)NC2CCCCC2)c2ccncc2)c1 (stereo not given),-1,-4,6,-1,0,0.0,0,2,7
C=CCNC(=O)/C(C#N)=C/c1c(N2CCN(c3ccccc3)CC2)nc2c(C)cccn2c1=O,-3,-1,25,3,-5,1.0,1,-1,-2
COc1cc(C(=O)NNC(=S)NC(=O)c2ccc3c(c2)OCO3)cc(OC)c1OC,10,-1,-47,14,2,3.1,6,3,3
CCC(C(=O)OCC(=O)N(CCOC)c1c(N)n(Cc2ccccc2)c(=O)[nH]c1=O)c1ccccc1 (stereo not given),1,8,-11,2,-3,0.2,3,3,-4
COc1cc(-c2nc(C(=O)NC3CCN(Cc4ccccc4)CC3)cc3c2[nH]c2ccccc23)cc(OC)c1OC,4,-3,-22,8,-1,1.5,5,-5,8
COc1ccc2[nH]c(=O)c(CN(Cc3ccco3)Cc3nnnn3Cc3ccccc3)cc2c1,5,-16,17,17,9,19,-8,-10,8
CCCNc1nc2c(c(=O)n(C)c(=O)n2C)n1CCCc1ccccc1,3,5,-18,0,-7,0.5,-3,0,-1
C[C@@H]1CN([C@@H](C)CO)C(=O)c2cccc(NC(=O)C3CCOCC3)c2O[C@H]1CN(C)S(=O)(=O)c1ccc(Cl)cc1,1,6,-7,2,1,-0.1,8,-3,12
C=CCSC1=N/C(=C\c2ccc(C)o2)C(=O)S1,-1,5,-18,-1,-7,22,3,-4,0
O=Cc1cn(CC(=O)Nc2ccccc2)c2ccccc12,-7,-8,12,6,5,0.4,-1,-10,16
CCOc1ccccc1N(CC(=O)NC1CCCC1)C(=O)CCC(=O)Nc1cc(C)on1,-5,2,12,1,-1,-1.4,-2,9,-5
CC1OC(OC2C(Oc3c(-c4ccc(O)cc4)oc4cc(O)cc(O)c4c3=O)OC(COC3O[C@@H](C)[C@H](O)[C@@H](O)C3O)C(O)C2O)C(O)C(O)C1O (stereo not given in full),2,6,3,1,-10,-0.7,5,1,-1
COc1ccc(CCNC(=O)c2c(O)c3c([nH]c2=O)CCCC3)cc1OC,-1,7,-30,0,4,1.0,-1,5,2
CCC1=NN(C(=O)c2ccc(Br)cc2)C(O)(c2ccccc2)C1 (stereo not given),-5,-2,3,0,-4,-1.1,-3,-1,-1

# Remaining list, next part
SMILES,M5 ag,CHRM4 PAM,CRFBP-R2 block,M4 ag,CHRM4 antagonist,CRFBP-R2 agonist,IDE inh,CHRM5 PAM,M5 antag
Cc1ccc(-c2n[nH]c(=S)n2Cc2ccccc2)cc1,-14,-12,9,-1,16,-1.8,-6,-13,6
CN(C)CCn1c(SCc2ccccc2C#N)nc2c(sc3ccccc32)c1=O,1,-8,-9,10,-5,0.7,2,-4,11
O=C(NN1C(=O)C2C3C=CC(C3)C2C1=O)c1ccccc1 (stereo not given),-1,-8,-16,1,4,0.4,0,-2,-2
COc1ccccc1NC(=O)C(C)N1C(=O)c2ccccc2C1=O (stereo not given),2,2,0,2,-7,-0.1,-4,13,-5
S=C(NC1CCCCC1)N(CCc1ccccc1)CCc1ccccc1,-6,-2,6,0,-13,4.0,5,0,-16
C/C=C(/C)C(=O)Nc1cccc(C2=NOC3(C2)C[C@@H](C(N)=O)N(C(=O)CC)C3)c1 (stereo not given in full),1,2,0,1,1,-0.8,0,11,0
Cc1ccnc(NC(=O)CCN2C(=O)c3ccccc3S2(=O)=O)n1,2,7,-3,0,-7,-2.0,·,3,0
CCOc1ccc(CCNC(=O)c2cc3sc(Cl)cc3n2C)cc1OCC,-6,0,4,0,-6,1.3,2,4,-1
O=C(/C=C/c1cccc(F)c1)Nc1cc(S(=O)(=O)N2CCOCC2)ccc1Cl,-3,-2,21,6,3,-1.6,2,-12,4
CCCCSc1nnc([C@@H](NC(=O)OC(C)(C)C)C(C)C)o1,-5,4,-13,0,3,6.7,5,-7,22
Cc1ccc(NC(=O)Nc2nnc(Cc3ccc(F)cc3)s2)cc1,-3,9,-21,1,-8,8.0,·,-2,4
COc1ccc(NC(=O)CCn2cccc2)cc1,0,-1,21,0,5,2.1,8,2,-2
Cc1cccc(Cn2cnc3c(N)c(C)c(C)cc32)c1,1,6,-35,1,2,-6.4,1,-1,9
CN(CC(=O)N/N=C/c1ccc(F)cc1)S(=O)(=O)c1ccccc1,1,-1,8,2,10,-2.3,·,1,3
COc1ccc(C(=O)NCC(=O)N2CCCCC2)cc1OC,1,12,9,3,-1,-1.1,-2,10,3
Cc1cc(N2CCCCCC2)nc2ccc(F)cc12,-7,-5,-26,-2,4,-2.0,3,0,-5
Nc1nc2n(n1)C(c1ccccc1Cl)CC(c1ccc(F)cc1)N2 (stereo not given),3,4,-35,2,-2,21,1,5,-3
NC(=O)C1CCCN(C(=S)Nc2ccccc2)C1 (stereo not given),2,6,12,2,-2,2.6,4,-8,2
O=C(C1CC1)N1N=C(c2ccc(F)cc2)CC1(O)C(F)(F)F (stereo not given),-2,-3,10,0,-9,0.0,8,12,-4
